# High-throughput results (PubChem BioAssay)
# GRIN3A LBD mod: modulates the human NR3A ligand-binding domain | NR3A LBD differential scanning fluorimetry, Tm shift; 0% = protein alone, 100% = glycine-bound protein | 340,000 tested, 2.5% active | Tm shift relative to glycine control, % at 25 µM;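 active means melting temperature shift of at least 10% of the positive control shift, at one fixed dose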
# MIN6 prolif: induces beta-cell replication in MIN6 cells | MIN6 cells proliferation, ATPlite luminescence, 48 h; cells starved in 0.2% serum; 100% = growth in 10% serum | proliferation, % at 10 µM | 330,000 tested, 0.29% active | AID 2380;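 active means compounds whose signal lies at least 3.5 SD above the mean of all wells on their plate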;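 further: 0% = DMSO-treated cells in low-serum medium and 100% = 10% serum control; some compounds called inactive have numbers as strong as hits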
# APJ antagonist: APJ receptor antagonism; inhibition, % at 20 µM; CHO-K1 APJ beta-arrestin complementation, luminescence; AID 2521; P35414; 330,000 tested, 0.32% active;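 active means inhibition above about 40% at 20 µM, limit read from the data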;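 further: cells challenged with 10 nM apelin-13 agonist together with compound; plate controls were apelin-13 plus DMSO wells for no effect and DMSO wells lacking apelin-13 for full effect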
# Target sequence (P35414 whole entry, looked up): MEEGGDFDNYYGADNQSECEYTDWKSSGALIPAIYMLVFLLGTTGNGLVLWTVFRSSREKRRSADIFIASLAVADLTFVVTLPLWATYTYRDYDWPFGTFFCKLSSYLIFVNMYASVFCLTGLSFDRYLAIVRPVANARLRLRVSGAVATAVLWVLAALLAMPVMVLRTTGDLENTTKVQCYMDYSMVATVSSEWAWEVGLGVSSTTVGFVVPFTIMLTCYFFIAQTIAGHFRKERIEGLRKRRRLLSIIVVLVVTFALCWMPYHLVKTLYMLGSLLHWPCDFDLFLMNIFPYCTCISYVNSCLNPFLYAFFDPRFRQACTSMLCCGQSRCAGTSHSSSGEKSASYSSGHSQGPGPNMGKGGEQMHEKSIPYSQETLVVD
# MPTP inh: permeability transition pore inhibition; isolated mouse mitochondria, Ca2+ swelling absorbance, 30 min; inhibition, % at 10 µM; 360,000 tested, 1.4% active;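 active means inhibition of 50% or more, scaled per plate between neutral and stimulator controls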;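 further: 0% = DMSO wells given calcium and 100% = 1 mM EGTA wells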
# APJ agonist: activates the human apelin receptor APJ; CHO-K1 APJ PathHunter beta-arrestin, luminescence; 0% DMSO wells, 100% apelin; AID 2520; P35414; 330,000 tested, 0.11% active; activation, % at 20 µM;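 active means activation more than six SD over the plate average, tested at 20 µM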;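 further: 0% = DMSO alone and 100% = apelin-13 at 10 nM; some results filed as inactive read as strong as hits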
#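 system = engineered CHO-K1 APJ arrestin reporter cells | input = 1000 cells per well | timing = overnight seeding, 90 min compound at 25 °C, 1 h detection | measured by = enzyme-fragment complementation luminescence | read-out = beta-arrestin recruitment to APJ as agonist activity, luminescent signal | control set = negative DMSO alone, positive Apelin-13 at 10 nM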
# tim23-1 inh: growth inhibitors of tim23-1 mutant yeast; S. cerevisiae tim23-1 growth, BacTiter-Glo luminescence, 24 h; inhibition, % at 20 µM; 330,000 tested, 1.3% active; AID 463212;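 active means growth inhibition of the mutant yeast at or above 50%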;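 further: temperature-sensitive mutant grown at 25 °C; plate controls were DMSO-treated mutant yeast for no effect and medium wells lacking yeast for full effect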
# NLRP3 yeast inh: blocks the NALP3 inflammasome reconstituted in yeast; inhibition, % at 10 µM; AID 2825; Yeast reconstituted NLRP3/ASC/caspase-1, beta-gal luminescence, 24 h; 330,000 tested, 0.39% active;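 active means inhibition of 50% or more; inactive means inhibition below 50%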;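 further: plate controls were induced DMSO wells for no effect and uninduced yeast grown without galactose for full effect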
# TIM10 inh: TIM10 yeast growth inhibition | S. cerevisiae TIM10 strain growth, BacTiter-Glo luminescence, 24 h | inhibition, % at 10 µM | 330,000 tested, 1.4% active | AID 463195;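 active means inhibition of 40% or more at the single tested concentration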;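 further: wild-type TIM10 isogenic control strain grown at permissive 25 °C; 0% = DMSO yeast wells and 100% = minimal medium wells without yeast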
# tim10-1 inh: tim10-1 yeast growth inhibition. AID 463190. inhibition, % at 20 µM. S. cerevisiae tim10-1 ts strain growth, BacTiter-Glo, 24 h. 330,000 tested, 2.2% active;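 active means inhibition of at least 40%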;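 further: mutant grown at 25 °C; 0% = DMSO wells with yeast and 100% = wells holding no yeast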
# Numbers without * were called inactive; / = no result given.
1. O=C1NC2(CCOc3ccccc32)C(=O)N1CC(=O)N(Cc1ccccc1)C1CCS(=O)(=O)C1 (stereo not drawn)
2. COC(=O)c1ccccc1NC(=O)CSc1nncn1-c1cccnc1
3. O=C(O)CSC1=NC(=Nc2ccc(Cl)cc2)C2(CCCCC2)N1c1cccc(C(=O)O)c1
4. CC(C)c1nnc(NC(=O)CCC(=O)N2CCN(c3ccccc3F)CC2)s1
5. FC(F)(F)c1cc(-c2ccco2)nc(N2CCN(Cc3ccccc3)CC2)n1
6. COC(=O)C1CCN(C(=O)COC(=O)CNS(=O)(=O)c2ccc(SC)c([N+](=O)[O-])c2)CC1
assay / entry	1	2	3	4	5	6
GRIN3A LBD mod	3	0	0	0	-3	-2
MIN6 prolif	-1	-1	0	5	-6	-4
APJ antagonist	-2	1	0	-5	9	-14
MPTP inh	-1.2	-0.3	-0.9	-2.1	44	-2.5
APJ agonist	-3	1	-1	0	0	-2
tim23-1 inh	14	13	1	13	30	-7
NLRP3 yeast inh	-1	10	6	9	-8	6
TIM10 inh	9	-17	-4	5	8	-1
tim10-1 inh	17	-4	14	18	9	-25

7. Cc1nn(CC(=O)N2CCN(c3ccccc3)CC2)c(=O)c2ccccc12
8. O=C(CN1CCC(C(=O)c2ccc(Cl)cc2)CC1)NC1CCCC1
9. COc1ccc(C2CC(c3ccc(Cl)cc3)=NN2c2ccc(S(N)(=O)=O)cc2)cc1 (stereo not drawn)
10. O=c1c2ccccc2sc2ccc(C#CC3(O)CCCCC3)cc12
11. Cc1ccccc1-n1ncc2c(SCC(=O)N3c4ccccc4CC3C)ncnc21 (stereo not drawn)
12. CC1=C(N2CCN(c3ncccn3)CC2)CCC1=O
assay / entry	7	8	9	10	11	12
GRIN3A LBD mod	-4	2	37*	-7	0	-1
MIN6 prolif	-1	-7	/	-9	-3	1
APJ antagonist	14	12	/	1	5	21
MPTP inh	1.4	0.2	4.2	0.2	0.5	-0.8
APJ agonist	3	-2	/	0	-4	-1
tim23-1 inh	4	17	50	44	17	-9
NLRP3 yeast inh	27	14	/	3	29	15
TIM10 inh	-4	11	15	28	11	-4
tim10-1 inh	-14	16	35	41*	-5	-19

13. Cc1ccc(CN2CCN(Cc3cccn3-c3ccccn3)CC2CCO)cc1 (stereo not drawn)
14. CC(C)CN(C(=O)COC(=O)/C=C/c1ccccc1)C1CCS(=O)(=O)C1 (stereo not drawn)
15. Cc1csc(NC(=O)CSCC(=O)O)c1-c1nc2ccccc2s1
16. CSc1ccc(/C=C(/NC(=O)c2ccccc2)C(=O)NCCN2CCOCC2)cc1
17. CC(C)N1CCc2[nH]c(=S)[nH]c(=O)c2C1
18. Clc1ccc2nc(-c3ccc(Cl)nc3)[nH]c2c1
assay / entry	13	14	15	16	17	18
GRIN3A LBD mod	-1	0	0	2	3	/
MIN6 prolif	-1	4	-2	2	-3	-1
APJ antagonist	15	22	-1	-4	5	-30
MPTP inh	3.0	0.8	6.9	-0.5	0.7	5.4
APJ agonist	-2	-5	1	-2	0	-1
tim23-1 inh	2	16	10	-14	-4	2
NLRP3 yeast inh	13	15	22	19	-3	31
TIM10 inh	10	3	11	-5	0	-13
tim10-1 inh	13	2	15	2	-13	-8

# Sorted by value in NLRP3 yeast inh (highest first): some entries from above
nr	SMILES	NLRP3 yeast inh
11	Cc1ccccc1-n1ncc2c(SCC(=O)N3c4ccccc4CC3C)ncnc21 (stereo not drawn)	29
1	O=C1NC2(CCOc3ccccc32)C(=O)N1CC(=O)N(Cc1ccccc1)C1CCS(=O)(=O)C1 (stereo not drawn)	-1
17	CC(C)N1CCc2[nH]c(=S)[nH]c(=O)c2C1	-3

# Further compounds.
19. Fc1ccc(NC(=S)NC2CC3CCC(C2)N3Cc2ccco2)cc1 (stereo not drawn)
20. O=S(=O)(/N=C(\c1ccccc1)N1CCOCC1)c1cccs1
21. O=C(N/N=C/c1ccc(O)c([N+](=O)[O-])c1)C1CC1(c1ccccc1)c1ccccc1 (stereo not drawn)
22. COc1cc(C)c2c(c1C=O)Oc1c(c(C)c(O)c3c1C(O)OC3=O)OC2=O (stereo not drawn)
23. CCCNC(=O)C1(CC2CC(c3ccccc3)=NO2)CCN(C(=O)CCCCCBr)CC1 (stereo not drawn)
24. Cc1noc(C)c1COc1ccc2ccc(=O)oc2c1
assay / entry	19	20	21	22	23	24
GRIN3A LBD mod	1	1	-9	-4	-4	0
MIN6 prolif	-1	0	-1	0	-5	1
APJ antagonist	19	5	41*	-36	12	-17
MPTP inh	-2.4	-3.4	-0.4	-1.1	-0.8	-1.6
APJ agonist	-3	4	-4	4	-4	-2
tim23-1 inh	1	5	28	18	3	1
NLRP3 yeast inh	7	7	39	-1	7	18
TIM10 inh	6	3	-19	3	-8	-12
tim10-1 inh	-18	17	8	21	-8	9

25. CC(=NCCN1CCN(C(=S)Nc2ccccc2)CC1)C1=C(O)CC(C)(C)CC1=O
26. NS(=O)(=O)c1ccc(CCNC(=O)c2cncc(Br)c2)cc1
27. C#CC1(NC(=O)NS(=O)(=O)c2ccc(C)cc2)CCCCC1
28. N#Cc1nc(-c2ccccc2Cl)oc1NCC1CCCO1 (stereo not drawn)
29. O=c1c2cnn(-c3ccccc3)c2nc(-c2cccs2)n1-c1cccc(Cl)c1
30. CC(=O)[C@H]1[C@H](C#N)C[C@H]2[C@@H]3CC=C4C[C@@H](O)CC[C@]4(C)[C@H]3CC[C@@]21C
assay / entry	25	26	27	28	29	30
GRIN3A LBD mod	3	2	-1	0	9	3
MIN6 prolif	0	4	-2	5	-5	-6
APJ antagonist	10	9	15	-6	8	6
MPTP inh	-0.5	-2.3	0.4	-0.8	2.1	3.4
APJ agonist	4	-2	-4	-1	0	-2
tim23-1 inh	15	4	3	19	10	39
NLRP3 yeast inh	11	14	9	32	4	9
TIM10 inh	3	-17	0	2	0	36
tim10-1 inh	9	-2	13	25	-23	41*

31. COc1cccc(-c2nc(CS(=O)(=O)CC(=O)Nc3c(C)cccc3C)c(C)o2)c1
32. CCN(CC)C(=O)C1CCCN(c2ccc([N+](=O)[O-])cc2/C=N/NC(=O)c2cccc(Br)c2)C1 (stereo not drawn)
33. Cc1ccc(S(=O)(=O)N2CCCC(C(=O)NCc3ccccn3)C2)cc1 (stereo not drawn)
34. C=CCn1c(Cc2nc3ccccc3[nH]2)n[nH]c1=S
35. Cc1cccc(N(C(=O)c2snc(C(N)=O)c2N)C(C(=O)NCC2CCCO2)c2ccc3ncccc3c2)c1 (stereo not drawn)
36. CC1(C)CC(=O)C2=C(C1)N(c1ccc(F)cc1)C(=O)NC2(C(F)(F)F)C(F)(F)F
assay / entry	31	32	33	34	35	36
GRIN3A LBD mod	-2	-5	2	2	-4	2
MIN6 prolif	-4	-1	-1	3	0	0
APJ antagonist	-5	17	8	13	-19	-20
MPTP inh	-1.1	1.5	-1.1	-1.2	-0.7	-0.5
APJ agonist	0	-8	5	-7	1	-3
tim23-1 inh	9	11	-2	-11	13	15
NLRP3 yeast inh	-3	10	6	16	5	0
TIM10 inh	-3	7	2	-1	-15	12
tim10-1 inh	10	31	10	8	2	12

37. Cc1nc2nc[nH]n2c(=O)c1NC(=O)CCc1ccccc1
38. COc1ccc(C/C(N)=N/OC(C)=O)cc1OC
39. O=C1CC(C(=O)Nc2ccc(C(=O)N3CCOCC3)cc2)C2(CCCCC2)O1 (stereo not drawn)
40. Cc1ccc(-n2nnnc2-c2cnc(N3CCCC3)nc2C(F)(F)F)cc1
41. CC(C)(C)c1csc(NC(=O)c2cccnc2)n1
42. Cc1ccc(C(=O)CN2CCN(c3ccccn3)CC2)c(C)c1
assay / entry	37	38	39	40	41	42
GRIN3A LBD mod	2	1	-1	2	5	2
MIN6 prolif	-1	-2	0	-6	0	1
APJ antagonist	-1	9	9	17	-22	13
MPTP inh	-0.9	1.0	0.0	-1.2	0.0	0.0
APJ agonist	2	-1	-1	-1	6	-2
tim23-1 inh	7	-8	17	27	9	18
NLRP3 yeast inh	15	0	12	21	31	2
TIM10 inh	-6	-2	-3	28	1	15
tim10-1 inh	8	21	1	27	-9	24

43. CC(=O)Nc1ccc(S(=O)(=O)N2CCN(Cc3ccncc3)CC2)cc1
44. Cc1cccc(NC(=O)N2CCCC2C(=O)Nc2ccccc2)c1 (stereo not drawn)
45. C=CCc1cccc(C=Nc2c[nH]c(=O)[nH]c2=O)c1O
46. O=S(=O)(c1ccccc1C(F)(F)F)N1CCN(S(=O)(=O)c2ccccc2C(F)(F)F)CC1
47. CC(=O)OC1(C(F)(F)F)Oc2ccccc2NC1=O (stereo not drawn)
48. O=c1cc[nH]c2c(C(F)(F)F)cccc12
assay / entry	43	44	45	46	47	48
GRIN3A LBD mod	2	-3	0	2	-3	-2
MIN6 prolif	-1	-3	1	1	-2	-2
APJ antagonist	16	-3	4	-13	7	-4
MPTP inh	0.0	5.3	1.7	-0.6	2.3	-1.6
APJ agonist	-7	-1	0	1	-4	5
tim23-1 inh	5	-7	8	4	2	15
NLRP3 yeast inh	3	5	3	2	3	8
TIM10 inh	5	-4	5	-8	11	7
tim10-1 inh	8	-6	2	3	16	4

49. CC(C)(C)NC(=O)C(c1ccco1)N(C(=O)Cn1nnc(-c2ccc(F)cc2)n1)c1ccccc1F (stereo not drawn)
50. O=C(CSc1ccc(-c2ccccn2)nn1)Nc1nccs1
51. CS(=O)(=O)N(CC(=O)Nc1cccc(Br)c1)Cc1ccccc1
52. COc1cccc(NC(=O)N2CCC(NC(=O)C(Cc3ccccc3OC)NC(C)=O)CC2)c1 (stereo not drawn)
53. N#C/C(=N\Nc1ccccc1F)C(=N)N1CCCCC1
54. COc1ccc(NC(=O)CSCC(=O)Nc2ccc(S(=O)(=O)N3CCCCC3)cc2)cc1
55. Cc1ccc2[nH]c(C(F)(F)F)cc(=O)c2c1
56. O=C1/C(=C/c2ccc(O)c([N+](=O)[O-])c2)SC(=S)N1Cc1ccccc1
assay / entry	49	50	51	52	53	54	55	56
GRIN3A LBD mod	-14	0	0	-3	1	-11	0	498*
MIN6 prolif	0	-3	-1	-1	-2	2	0	-6
APJ antagonist	15	-2	-3	-4	16	4	-3	50*
MPTP inh	-1.3	2.0	0.1	-0.4	0.0	0.1	4.1	73*
APJ agonist	6	4	-4	0	-3	-4	1	-9
tim23-1 inh	16	0	27	8	3	7	6	8
NLRP3 yeast inh	-9	5	8	9	12	12	2	29
TIM10 inh	-2	0	7	3	30	6	2	12
tim10-1 inh	18	0	18	-1	-4	9	-1	19

# Entries 50 to 56 from above:
50. O=C(CSc1ccc(-c2ccccn2)nn1)Nc1nccs1
51. CS(=O)(=O)N(CC(=O)Nc1cccc(Br)c1)Cc1ccccc1
52. COc1cccc(NC(=O)N2CCC(NC(=O)C(Cc3ccccc3OC)NC(C)=O)CC2)c1 (stereo not drawn)
53. N#C/C(=N\Nc1ccccc1F)C(=N)N1CCCCC1
54. COc1ccc(NC(=O)CSCC(=O)Nc2ccc(S(=O)(=O)N3CCCCC3)cc2)cc1
55. Cc1ccc2[nH]c(C(F)(F)F)cc(=O)c2c1
56. O=C1/C(=C/c2ccc(O)c([N+](=O)[O-])c2)SC(=S)N1Cc1ccccc1
assay / entry	50	51	52	53	54	55	56
GRIN3A LBD mod	0	0	-3	1	-11	0	498*
MIN6 prolif	-3	-1	-1	-2	2	0	-6
APJ antagonist	-2	-3	-4	16	4	-3	50*
MPTP inh	2.0	0.1	-0.4	0.0	0.1	4.1	73*
APJ agonist	4	-4	0	-3	-4	1	-9
tim23-1 inh	0	27	8	3	7	6	8
NLRP3 yeast inh	5	8	9	12	12	2	29
TIM10 inh	0	7	3	30	6	2	12
tim10-1 inh	0	18	-1	-4	9	-1	19
